BRCT PPI red: qHTS Assay for Inhibitors of BRCT-Phosphoprotein Interaction (Red Fluorophore); BRCT-phosphopeptide binding, red fluorescence polarization; AID 892, 2007; Potency, µM (doses to about 76.9 µM), for the others: top-dose activity change, negative = inhibition, actives largely listed as inhibitors; actives 0.03% (n = 75,000); Breast cancer type 1 susceptibility protein (Homo sapiens), P38398; note: % is set by controls: 0 for no effect and ±100 for the full control effect
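Fluorescence polarization: 100 nM His-tagged BRCA1 BRCT with 100 nM TAMRA-labelled phospho-BACH1 decapeptide, phosphate buffer pH 7.3 with 150 mM NaCl, DTT, 0.01% Tween 20; 12 min RT. Binding inhibition seen as FP decrease.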
FLuc inh: qHTS Assay for Inhibitors of Firefly Luciferase | Luciferin 4-monooxygenase (Photinus pyralis), P08659 | purified firefly luciferase, luminescence, 8 min | Potency, µM (doses to about 57.1 µM), without a hit: top-dose activity change, negative = inhibition, hits mostly inhibitors | actives 2.2% (n = 72,000); note: potency is the fitted concentration of half-maximal effect; % is set by controls: 0 for no effect and ±100 for the full control effect; nearly all actives have a fitted effect of over 40% in size
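Substrate buffer containing 10 uM ATP (pH 7.2 imidazole, Mg2+, KCl, detergent, BSA) is dispensed, compound pinned in, then luciferase/luciferin detector mix added. After 8 min at ambient temperature, light output is measured.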
HEK293 cAMP cs: qHTS Assay for Agonists of the Thyroid Stimulating Hormone Receptor: Activators of Intracellular cAMP Concentrations in Parental HEK 293; parental HEK293 CNG cAMP sensor, membrane potential fluorescence; actives 2.5% (n = 73,000); Potency, µM (doses to about 57.1 µM), for inactives: at the top dose activation, usual class: activators; note: potency is the fitted concentration of half-maximal effect; % of control where 0% means no effect; nearly all actives have a fitted effect of over 55% in size
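Parental HEK 293 cells stably expressing a modified CNG channel (no TSHR) report cAMP rise as membrane depolarization. Membrane potential dye with 100 uM RO 20-1724 was loaded for 60 min at room temperature, then compound added for 30 min; fluorescence read at 590 nm.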
Caspase-7 inhib: qHTS Assay for Allosteric/Competitive Inhibitors of Caspase-7. P55210. recombinant caspase-7, Ac-DEVD-AFC fluorescence rate. actives 0.02% (n = 75,000). AID 889, 2007. Potency, µM (top dose mostly 57.5 µM), for the others: top-dose activity change, negative = inhibition, actives largely listed as inhibitors; active = well fitted inhibition curve with a large enough effect in the main read-out, with a control signal flat, not every such curve was filed as active; inconclusive = small, poorly fitted or top-dose-only effect, or a change in a side signal; note: potency is the fitted concentration of half-maximal effect; % of control where 0% means no effect
Tau filament bind: qHTS Assay for Tau Filament Binding. Microtubule-associated protein tau (Homo sapiens), P10636. recombinant tau filaments, thioflavin S fluorescence, 15 h; filaments grown with octadecylsulfate alongside compound. Potency, µM (highest dose often 57.1 µM), without a hit: top-dose activity change, negative = inhibition. actives 2% (n = 71,000);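 note: potency is the fitted concentration of half-maximal effect; % is set by controls: 0 for no effect and ±100 for the full control effect; actives lower thioflavin S fluorescence by blocking filaments or displacing dye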
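Thioflavine S fluorescence (ex 450, em 510 nm) reports filaments formed from 1 uM human tau plus 30 uM ODS over 15 h at 37 C (10 mM HEPES pH 7.4, 100 mM NaCl, 5 mM DTT); compounds displacing dye or blocking filaments lower signal.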
BRCT inh green: qHTS Assay for Inhibitors of BRCT-Phosphoprotein Interaction (Green Fluorophore); Breast cancer type 1 susceptibility protein (Homo sapiens), P38398; BRCA1 BRCT-phosphopeptide binding, green fluorescence polarization; Potency, µM (top dose mostly 76.9 µM), inactives show at the highest dose activity change, negative = inhibition, actives largely listed as inhibitors; actives 0.05% (n = 75,000); AID 875, 2007;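 note: potency is the fitted concentration of half-maximal effect; plate controls were peptide without protein for full effect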
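Fluorescence polarization: His-tagged BRCT (~35 kDa BRCA1 C-terminus, 250 nM) bound to 100 nM fluorescein-labeled phosphorylated 10-aa BACH1 peptide, pH 7.3 phosphate buffer with DTT and Tween 20. Compounds incubated 12 min at room temperature; inhibition read as lowered polarization.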
A350 autofl: qHTS Assay for Spectroscopic Profiling in A350 Spectral Region; Compound autofluorescence, 340/450 nm, Alexa 350 dye-equivalents; active compounds read high; max dye-equivalent concentration, M; actives 11% (n = 59,000); in the data active = max dye-equivalent concentration above about 10 nM; inconclusive = mostly about 1.1 nM to 9.6 nM
CRE-bla Fsk: Cell signaling CRE-BLA (Fsk stim); CHO CRE-bla reporter (cAMP response element driving beta-lactamase), forskolin EC10, beta-lactamase ratio; Potency, µM (doses to about 38.2 µM), for inactives: at the highest dose activity change, negative = inhibition, actives largely listed as activators; actives 2.5% (n = 71,000); AID 662, 2007; active = well fitted activation curve with a large enough effect in the signal ratio, with a control signal flat, not every such curve was filed as active; inconclusive = small, poorly fitted or top-dose-only effect, or effect the other way, or a change in a side signal; the % refers to the signal ratio; note: potency is the fitted concentration of half-maximal effect; % of control where 0% means no effect
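AC50 values, positive or negative, reflect shifts in EC10 NKH 477-induced CRE-bla reporter activity in CHO cells. Incubation lasted 3 h at 37 °C before CCF4 substrate (2 h, room temperature) and ratiometric 460/530 nm reading.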
Casp1 inh: qHTS Assay for Allosteric/Competitive Inhibitors of Caspase-1. P29466. Caspase-1 enzyme, Ac-WEHD-AFC fluorogenic rate. Potency, µM (top dose mostly 57.5 µM), for inactives: at the highest dose activity change, negative = inhibition, actives largely listed as inhibitors. actives 0.03% (n = 75,000). AID 900, 2007;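 note: potency is the fitted concentration of half-maximal effect; plate controls were vehicle for no effect and no substrate for full effect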
ERK AVP block: qHTS Assay for Inhibitors of the ERK Signaling Pathway using a Homogeneous Screening Assay; HEK293-V1b, vasopressin-stimulated pERK AlphaScreen; Potency, µM (titrated, usually from 57.5 µM), for the others: top-dose activity, negative = inhibition, hits mostly inhibitors; actives 0.99% (n = 72,000); note: potency is the fitted concentration of half-maximal effect; % is set by controls: 0 for no effect and ±100 for the full control effect; nearly all actives have a fitted effect of over 55% in size
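Overnight-seeded V1b-HEK293 cells in 1% FBS got compound, then vasopressin (25 nM final, 5 min, 37C), then lysis buffer. AlphaScreen detection of phospho-ERK; activity normalized to basal and full-stimulation controls.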
USP2a inhib: qHTS Assay for Inhibitors of Ubiquitin-specific Protease USP2a | Ubiquitin carboxyl-terminal hydrolase 2 (Homo sapiens), O75604 | USP2a enzymatic assay, qHTS inhibition | Potency, µM (highest dose often 38.3 µM), without a hit: at the highest dose activity change, negative = inhibition, usual class: inhibitors | actives 0.1% (n = 60,000) | AID 927, 2007;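 note: potency is the fitted concentration of half-maximal effect; nearly all actives have a fitted effect of over 60% in size; plate controls were DMSO for no effect and NEM full inhibition control for full effect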
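20 nM USP2 core + cpd, 30 min RT; add 20 nM Ub-PLA2/20 uM NBD C6-HPC; read Ex460/Em535 at 0 h and 2.5 h. Normalized to NEM; qHTS curve fit/classification.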
Active calls of the source: *; i = inactive; ? = inconclusive; / = no result given; [ ] = another dose, or the depositor's remark. Unless noted, calls come from the whole dose curve; as a rule, active = well fitted curve in the direction sought with a large enough effect; inconclusive = small, poorly fitted or top-dose-only effect, or another doubt; inactive = no such curve, though single readings can be large; an effect the other way counts as inactive or inconclusive.

Sample of the layout, seven compounds:
SMILES	BRCT PPI red	FLuc inh	HEK293 cAMP cs	Caspase-7 inhib	Tau filament bind	BRCT inh green	A350 autofl	CRE-bla Fsk	Casp1 inh	ERK AVP block	USP2a inhib
COc1cccc2c1nc(C)c1cc(C)oc12	0.1%	?	-5%	0%	-8%	-0.7%	/	?	-1%	-12%	0%
O=C(O)c1ccccc1C(=O)N1CCN(c2ccccc2)CC1	0.0%	0%	9%	-3%	-11%	0.7%	i	-20%	2%	8%	-4%
Cc1ccc(S(=O)(=O)Cn2nnnc2C(C)N2CCN(C(=O)c3ccco3)CC2)cc1 (stereo unspecified)	-0.5%	3%	3%	3%	1%	1.1%	i	1%	0%	-7%	4%
Cc1ccc(Cn2nnc3c(=O)[nH]c(C4CCN(C(=O)Cc5cccs5)CC4)nc32)cc1	-1.5%	0%	6%	0%	31%	5.5%	i	?	-4%	-8%	24%
CC(=O)Oc1c(C)cc(O)c2ccccc12	-0.8%	1%	29%	-2%	?	-1.0%	?	?	1%	-16%	12%
Cc1ccccc1CSc1nc2n(n1)C(c1cccs1)C1=C(CCCC1=O)N2 (stereo unspecified)	-5.2%	0%	5%	-8%	10%	1.7%	2.7e-08M*	7%	-5%	-22%	34%[activator]
CCC(=O)Nc1cccc(-c2nc3ccccc3o2)c1	3.3%	-23%	4%	-1%	3%	18%	i	9%	2%	-6%	17%

Results, from the first entry:
SMILES	BRCT PPI red	FLuc inh	HEK293 cAMP cs	Caspase-7 inhib	Tau filament bind	BRCT inh green	A350 autofl	CRE-bla Fsk	Casp1 inh	ERK AVP block	USP2a inhib
COc1cccc2c1nc(C)c1cc(C)oc12	0.1%	?	-5%	0%	-8%	-0.7%	/	?	-1%	-12%	0%
O=C(O)c1ccccc1C(=O)N1CCN(c2ccccc2)CC1	0.0%	0%	9%	-3%	-11%	0.7%	i	-20%	2%	8%	-4%
Cc1ccc(S(=O)(=O)Cn2nnnc2C(C)N2CCN(C(=O)c3ccco3)CC2)cc1 (stereo unspecified)	-0.5%	3%	3%	3%	1%	1.1%	i	1%	0%	-7%	4%
Cc1ccc(Cn2nnc3c(=O)[nH]c(C4CCN(C(=O)Cc5cccs5)CC4)nc32)cc1	-1.5%	0%	6%	0%	31%	5.5%	i	?	-4%	-8%	24%
CC(=O)Oc1c(C)cc(O)c2ccccc12	-0.8%	1%	29%	-2%	?	-1.0%	?	?	1%	-16%	12%
Cc1ccccc1CSc1nc2n(n1)C(c1cccs1)C1=C(CCCC1=O)N2 (stereo unspecified)	-5.2%	0%	5%	-8%	10%	1.7%	2.7e-08M*	7%	-5%	-22%	34%[activator]
CCC(=O)Nc1cccc(-c2nc3ccccc3o2)c1	3.3%	-23%	4%	-1%	3%	18%	i	9%	2%	-6%	17%
COc1cc(C2/C(=C(/O)c3ccc(F)cc3)C(=O)C(=O)N2CCCC(=O)O)ccc1O (stereo unspecified)	0.1%	0%	-1%[2.29 µM]	1%	-3%	1.4%	i	6%	0%	19%	-12%
CCC(C)(C)n1nnnc1C(C(C)C)N1CCC(C(N)=O)CC1 (stereo unspecified)	-0.6%	-1%	2%	0%	-4%	-0.8%	i	-1%	-3%	-23%	3%
O=c1c(Cc2ccccc2)c(O)nc2n1CCS2	-1.6%	0%	18%	1%	-4%	-1.0%	?	?	-2%	24%	4%
O=C(Cn1ccccc1=O)c1cccs1	1.0%	2%	?	1%	1%	-0.9%	i	-5%	-1%	-9%	-8%
CC(=O)c1c[nH]c2ccc(C)cc2c1=O	-0.9%	0%	-2%	-12%	18%	-0.8%	?	?	-14%	-4%	-4%
CCCCCCN(C(=O)CCCCCN1C(=O)NC(c2cccc([N+](=O)[O-])c2)C(C(=O)OCc2ccccc2)=C1C)C(C(=O)NCCCC)c1ccc(OCC(=O)OC)c(C(=O)OC)c1 (stereo unspecified)	-1.0%	/	23%	-2%	-16%	-1.4%	/	0%	0%	12%	/
C=C(C)C(=O)OCCCCCC	2.7%	/	-8%	-4%	-2%	-0.8%	/	-9%	-2%	1%	/
CCOC(=O)Cn1c(=O)c2c(nc3n2CCN3c2ccc(C)cc2)n(C)c1=O	0.6%	-3%	-10%	-1%	-5%	-2.3%	i	?	0%	-6%	36%[activator]
CC(C)[C@H](NC(=O)OC(C)(C)C)c1nnc(S(=O)(=O)Cc2c(F)cccc2Cl)o1	0.2%	-13%	13%	0%	-5%	1.1%	?	?	-2%	62%[activator]	-3%
COC(=O)c1sc(=S)n(-c2cccc(Cl)c2)c1N	-0.1%	2%	2%	-1%	39%	1.2%	i	12%	-2%	?	0%
CCNC(=O)c1c(N)sc2c1CCCCC2	-0.8%	-11%	9%	-16%	-29%	-1.7%	/	6%	-9%	-11%	24%
O=C(CCc1nc(-c2ccccc2F)no1)NCCN1CCN(Cc2ccccc2)CC1	0.3%	2%	24%	-2%	-9%	-0.7%	i	-10%	3%	20%	15%
CC1CCN(C(=O)C2CCN(CCCc3ccccc3)CC2)CC1	0.9%	5%	-4%	0%	?	-1.6%	i	-12%	-1%	26%	33%[activator]
CC(C)(C)SCCNC(=O)CN(c1ccc(F)cc1)S(C)(=O)=O	0.3%	2%	-1%[11.4 µM]	-1%	-6%[11.4 µM]	-2.7%	/	?	0%	21%	10%[7.66 µM]
COc1cc(S(=O)(=O)NCC2COCCO2)ccc1-n1cnnn1 (stereo unspecified)	0.4%	2%	-1%	0%	-8%	-1.3%	i	5%	-2%	-12%	-4%
COc1ccc(N2CC(O)=C(c3nc(C)cs3)C2=N)cc1	0.7%	-1%	-2%	-1%	-4%	-1.5%	i	-10%	-4%	-16%	-7%
Cc1ccc(CNC(=O)CCc2nc3ccccc3c(=O)[nH]2)cc1	0.5%	1%	-1%	1%	3%	-0.8%	i	0%	0%	-8%	5%
CCOC(=O)c1[nH]c(C)c(C(=O)NCCN2CCOCC2)c1C	2.9%	1%	0%	-2%	11%	-0.1%	/	3%	-3%	-11%	/
COc1cccc(Cn2nnc(C(=O)Nc3cc(Cl)ccc3OC)c2N)c1	-0.3%	-1%	14%	0%	29%	0.3%	/	?	-2%	-6%	/
Cc1cc(=O)oc(C)c1C(=O)NCC1COc2ccccc2O1 (stereo unspecified)	-1.9%	0%	20%	-2%	-7%	0.4%	i	-28%	2%	-21%	19%
Cc1ccc(C(=O)n2cnnc2N)cc1C	0.3%	2%	14%	-3%	-18%	4.6%	i	?	-3%	28%	-13%
CC(OC(=O)c1ccco1)C(=O)NCc1cccs1 (stereo unspecified)	1.1%	2%	-2%	1%	5%	0.6%	i	-8%	-2%	-13%	-3%
COc1ccc(-n2c(Cc3cccn3C)nnc2SCC(=O)Nc2ccc3c(c2)OCO3)cc1	-0.1%	-2%	5%	-5%	-11%	-5.5%	/	?	-4%	-10%	/
COCCN(CCOC)S(=O)(=O)c1ccc(OC)cc1	2.6%	1%	14%	0%	-9%	0.0%	i	-1%	3%	-15%	-1%
Cc1noc(C)c1CSc1nnc(-c2c[nH]c3ccccc23)n1-c1ccc(Cl)cc1	0.7%	-1%	28%	-1%	14%	-1.9%	i	0%	-2%	6%	7%
COC(=O)c1ccccc1NC(=O)Cn1nc(C(F)(F)F)c2c1CCC2	-0.1%	1%	25µM*	-1%	2%	-0.4%	i	9%	-3%	26%	1%
O=c1c2c3c(sc2n2cnnc2n1-c1ccccc1)N(Cc1ccccc1)CCC3	0.6%	-2%	3%	-24%	-16%	0.9%	1.1e-07M*	-18%	-16%	-18%	39%[activator]

Screening data: PubChem BioAssay, National Center for Advancing Translational Sciences (NCATS)
